High-throughput results: PubChem BioAssay, National Center for Advancing Translational Sciences (NCATS)
KDM5B inhibitor: blocks human KDM5B histone demethylase activity; KDM5B demethylase, FDH-coupled NADH fluorescence (FDH is formaldehyde dehydrogenase); Potency, µM (top dose mostly 57.7 µM), for the others: at the highest dose activity change, negative = inhibition, most hits filed as inhibitors; actives 2.6% (n = 220,000); AID 1347165; active means well fitted inhibition curve with a large enough effect; inconclusive means small, poorly fitted or top-dose-only effect; inactive means no such curve, though single readings can be large or run the other way; further: 0% is about no effect; nearly all actives have a fitted effect of over 70% in size
Target sequence (Q9UGL1 whole entry, looked up): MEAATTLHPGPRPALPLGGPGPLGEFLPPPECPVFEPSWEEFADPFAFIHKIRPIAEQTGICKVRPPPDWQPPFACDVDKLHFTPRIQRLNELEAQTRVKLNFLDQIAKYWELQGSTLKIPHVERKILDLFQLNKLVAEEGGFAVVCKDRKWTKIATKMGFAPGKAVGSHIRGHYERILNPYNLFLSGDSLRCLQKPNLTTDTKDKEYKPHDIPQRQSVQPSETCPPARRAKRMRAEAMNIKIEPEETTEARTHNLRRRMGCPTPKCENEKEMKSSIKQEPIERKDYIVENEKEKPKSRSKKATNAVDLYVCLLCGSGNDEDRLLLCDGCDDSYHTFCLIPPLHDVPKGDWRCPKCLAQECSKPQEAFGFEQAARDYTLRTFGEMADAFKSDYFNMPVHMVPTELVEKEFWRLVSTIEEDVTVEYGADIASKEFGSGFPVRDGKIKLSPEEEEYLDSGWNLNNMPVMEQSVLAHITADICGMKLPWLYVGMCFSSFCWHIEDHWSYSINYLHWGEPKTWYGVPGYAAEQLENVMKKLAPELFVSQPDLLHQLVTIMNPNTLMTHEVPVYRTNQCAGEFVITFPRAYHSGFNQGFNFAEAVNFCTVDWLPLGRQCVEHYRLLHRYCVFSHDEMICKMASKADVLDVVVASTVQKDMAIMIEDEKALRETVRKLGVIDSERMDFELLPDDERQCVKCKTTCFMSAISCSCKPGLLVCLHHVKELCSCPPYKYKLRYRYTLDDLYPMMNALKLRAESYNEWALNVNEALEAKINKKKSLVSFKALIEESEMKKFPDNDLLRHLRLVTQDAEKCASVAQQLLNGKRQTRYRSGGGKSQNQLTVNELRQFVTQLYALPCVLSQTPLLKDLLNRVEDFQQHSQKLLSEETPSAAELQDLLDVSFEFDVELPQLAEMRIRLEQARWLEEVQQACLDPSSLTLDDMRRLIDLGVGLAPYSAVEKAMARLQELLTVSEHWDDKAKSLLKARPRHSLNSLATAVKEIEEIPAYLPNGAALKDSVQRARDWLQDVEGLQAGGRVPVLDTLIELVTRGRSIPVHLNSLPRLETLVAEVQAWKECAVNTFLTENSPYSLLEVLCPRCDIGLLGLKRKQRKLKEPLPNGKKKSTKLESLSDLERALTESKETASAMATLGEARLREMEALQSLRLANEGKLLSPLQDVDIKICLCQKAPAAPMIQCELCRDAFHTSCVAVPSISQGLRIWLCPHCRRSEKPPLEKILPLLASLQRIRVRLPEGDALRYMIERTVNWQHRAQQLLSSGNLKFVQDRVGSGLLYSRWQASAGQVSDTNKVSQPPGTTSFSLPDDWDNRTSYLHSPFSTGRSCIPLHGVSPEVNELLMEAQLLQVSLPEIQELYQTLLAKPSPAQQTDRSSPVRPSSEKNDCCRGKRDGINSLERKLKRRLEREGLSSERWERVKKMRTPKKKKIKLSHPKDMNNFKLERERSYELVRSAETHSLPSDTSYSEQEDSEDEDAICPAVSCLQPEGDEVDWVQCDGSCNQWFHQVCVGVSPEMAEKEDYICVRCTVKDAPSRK
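Inhibition is measured as reduced NADH fluorescence generation from FDH coupling to formaldehyde release. Truncated KDM5BΔAP at 200 nM final acts on H3K4me3 peptide (12.5 µM in substrate mix) in pH 7.5 HEPES buffer with Tween-20, 30 min, room temperature.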
* hit, by the source's call; ? = inconclusive; [ ] = remark or other dose. Potency means the concentration at half of the fitted maximal effect. This is a subset (hit frequency here may not be typical).

Molecule,KDM5B inhibitor
Cc1ccc(S(=O)(=O)N2CCCCC2)cc1NC(=O)COC(=O)c1ccccc1C(F)(F)F,2%
CCC1CCCCN1C(=O)Cn1c(=O)n(CC2CCC(C(=O)NC)CC2)c(=O)c2sccc21 (stereo unspecified),12%
Cc1ccccc1Cn1c(SCc2ccc(C(=O)NC(C)c3ccccc3)cc2)nc2ccncc21 (stereo unspecified),-7%
CCCN1CCC2(CCN(C(=O)c3cccc(OC)c3)CC2)Oc2ccccc21,-10%
CC(N(C)CC(=O)NC(C)(C#N)C(C)C)C(C)(C)C (stereo unspecified),20%
O=C(C1CC1)N1CCCC(c2nnnn2-c2ccccc2)C1 (stereo unspecified),8%
COc1ccc(CN2CCc3nc(C(=O)Nc4cccnc4)oc3CC2)cc1OC,-10%[86.2 µM]
O=C(CCc1ccccc1)NC(=S)Nc1ccccc1[N+](=O)[O-],13%
COc1cccc(CC(=O)Nc2ccc3c(N4CCCCC4)ncnc3c2)c1,-10%
CN1CCN(c2ccc(NC(=O)c3cccc(S(=O)(=O)NCc4cccs4)c3)cc2)CC1,5%
CCOc1ccccc1C(=O)N[C@@H]1CN(c2ncccn2)C[C@H]1CO,22µM*
CC(C)(C)NC(=O)/C(=C/c1ccc(-c2ccc(Cl)cc2)o1)NC(=O)c1ccc(Cl)cc1,-18%
CC(=O)Nc1ccc(S(=O)(=O)N[C@H]2CO[C@H]3[C@@H]2OC[C@@H]3n2nnnc2Oc2cccc(N(C)C)c2)cc1,12%
COc1ccccc1/C=C/C=C(/C#N)c1nc2ccccc2[nH]1,?
N#CC1(NC(=O)Cc2c[nH]c3cc(F)ccc23)CCC1,11%
O=C(Cc1ccccc1F)NCC1(N2CCOCC2)CCCCC1,26%
Cc1ccc(CC(=O)N(Cc2nc(-c3ccc(C)cc3)no2)C(C)C)cc1,?
CC1=CC(C)(C)N2C(=O)C3(NCCc4c3[nH]c3ccccc43)c3cc(C)cc1c32 (stereo unspecified),6%
Fc1ccc(CNc2ncnc3onc(-c4ccc(F)cc4)c23)cc1,8%
C=CCN1CCC2(CCC1=O)CN(C1CCN(CC)CC1)CCN2C (stereo unspecified),12%

A run of entries taken from the entries so far:
Molecule,KDM5B inhibitor
Fc1ccc(CNc2ncnc3onc(-c4ccc(F)cc4)c23)cc1,8%
C=CCN1CCC2(CCC1=O)CN(C1CCN(CC)CC1)CCN2C (stereo unspecified),12%

Further entries
Molecule,KDM5B inhibitor
COc1cc(C2Nc3ccc4ccccc4c3C3=C2C(=O)CC(C)(C)C3)ccc1OC(C)C(=O)O (stereo unspecified),?
CCn1c(=O)n(CC)c2cc(Sc3ccccc3)c(NC(=O)c3ccccc3OC)cc21,-17%
O=C1CC2(CCN(Cc3ccc(C(F)(F)F)cc3)C2)Nc2ccccc2N1 (stereo unspecified),-18%[115 µM]
O=C1NCc2ccccc2CC12CCN(Cc1ccc(Cl)s1)CC2,10%[115 µM]
Cc1cc(OCC(=O)N(C)c2ccccc2)cc2c1C(=O)CC(C)(C)O2,-9%
CNc1nc(C(=O)N2C[C@@H](C(=O)O)[C@H](c3ccc4c(c3)OCO4)C2)cs1,-12%
CCn1c(CNC(=O)c2ccccc2F)nnc1SCCOc1ccccc1,4%
CCN(Cc1ccccc1)C(=O)Cn1cc(S(=O)(=O)Cc2cccc(Cl)c2)c2ccccc21,-16%
O=C(NCc1ccc(F)cc1)N1CCCC(Cc2noc(-c3ccccn3)n2)C1 (stereo unspecified),-8%
CCn1ccc(C(=O)N2CCC(c3nn(C)c(=O)n3CCc3ccccc3)CC2)n1,-14%
CNS(=O)(=O)c1cccc(C(=O)OCC(=O)c2c(N)n(C)c(=O)n(C)c2=O)c1,?
O=C(c1ccc(-c2ccc(N3CCCCC3)nc2)cc1)N1CCCC1,28µM*
CNC(=O)c1ccc(N(Cc2ccc(C)cc2)S(C)(=O)=O)cc1,13%
Cc1ccsc1C(=O)NCCc1noc(-c2ccccc2)n1,27%
CCc1noc(C)c1C(=O)N1CCCC(CO)(CC=C(C)C)C1 (stereo unspecified),7%
COc1ccc2nc3n(c2c1)[C@@H](CNS(=O)(=O)c1ccccc1)COC3,?
COc1cccc(C(=O)NN2CC(O)=C(c3nc(-c4ccc(Br)cc4)cs3)C2=N)c1,14%
CCOC(=O)C1=CN(CC(=O)Nc2ccc(OCC)cc2)S(=O)(=O)N=C1C,6%
CNc1nc(-c2ccc(NC(=O)C(C)C)cc2)cs1,-16%
CCCNC(=O)C(C)NC(=O)c1ccc2ccccc2n1 (stereo unspecified),-12%
COc1ccc(C(=O)N2C(C(=O)NCc3ccccc3)COC23CCN(C(=O)C(C)(C)C)CC3)cc1 (stereo unspecified),-14%
Cc1ccc(NC(=O)C2CCN(C(=O)C(C)(C)C)CC2)cc1S(=O)(=O)N1CCCCC1,15%
COc1ccc2c(C)c(CCC(=O)NCCCN3CCOCC3)c(=O)oc2c1,?
O=C1CN(C(=O)c2cc(-c3ccccc3)nc3ccccc23)CCN1,-11%
Cc1ccc(-c2ccc3nnc(CNC(=O)c4cccc(C#N)c4)n3n2)cc1,11µM*
Cc1cccc(C(C(=O)N(C)Cc2ccon2)N(C)C)c1 (stereo unspecified),-6%
CCC(=O)N1CCc2cc(S(=O)(=O)CCC(=O)N3CCN(c4cccc(C)c4)C(C)C3)ccc21 (stereo unspecified),6%
O=C1CN(C(=O)c2ccc(S(=O)(=O)N3CCCC3)cc2)C(c2ccccc2)c2cc(Br)ccc2N1 (stereo unspecified),-2%
O=C(CNCc1cccc(Cl)c1)N1CCc2ccccc2C1,?
Cc1ccc(C(=O)N2CCCc3cc(C(=O)NCCC(C)C)ccc32)cc1,-10%
COC(=O)CN1C(=O)[C@@H]2C[C@@H](O)CN2C2(CN(Cc3ccc(F)cc3)C2)C1=O,14%[86.2 µM]
CCn1cnnc1SCC(=O)c1[nH]c(C)c(C(=O)OC)c1C,5%
CN1CCN(C(=O)CN2CCN(C(C(=O)O)c3cn(CC(=O)O)c4cc(F)ccc34)CC2)CC1 (stereo unspecified),0%
CCCN1C(=O)c2[nH]nc(-c3ccc(F)cc3)c2C1c1ccc(O)c(OCC)c1 (stereo unspecified),8%
CC(C)c1ccc(/C=C(/C#N)C(=O)Nc2cccc3ncccc23)cc1,?
O=C1CCN(C(=O)c2ccsc2)CCCOCCN1,17%
CCN(C(=O)CSc1ccc(S(=O)(=O)N2CCOCC2)cn1)c1ccccc1,-6%
COc1ccc2c(CNCc3cccs3)c(C(=O)O)n(Cc3ccccc3C)c2c1,-23%
COc1ccc(CNC(=O)c2ccc3c(c2)CCN3S(=O)(=O)c2ccc(Cl)cc2)cc1,8%
CC(=O)c1ccc(NC(=O)O[C@@H]2CO[C@H]3[C@@H]2OC[C@@H]3NC(=O)c2ccc(C)cc2)cc1,-10%[86.2 µM]
COc1cc(CNCCCO)ccc1OCC(O)CN1CCSCC1 (stereo unspecified),253%[activator]
CC(C)S(=O)(=O)N1CCC(Nc2cccnc2)C1 (stereo unspecified),8.9µM*
COc1cccc(OCc2nc3ccccc3n2Cc2ccccc2)c1,21%
CC1=Nc2c(cnn2-c2ccc(C)c(Cl)c2)C2=NCCCN12,11%
O=C(Cn1cccc1-c1nc(-c2ccccc2)no1)Nc1cccc(Cl)c1,-26%
COc1ccccc1-c1c(-c2ccc(O)cc2O)n[nH]c1C(F)(F)F,-10%
Cc1oc(-c2ccccc2)nc1CC(=O)NCC1(N2CCOCC2)CCCCC1,6%
CC(C)n1ncc2cc(NC(=O)CCc3ncc(-c4ccccc4F)o3)cnc21,-15%
Cc1cccc(NC(=S)NN)c1,-9%
O=C(c1ccoc1)N1CCCC(c2nc(C3CCOCC3)no2)C1 (stereo unspecified),17%
CN1CCN(c2ccccc2NC(=O)c2cccs2)CC1,?
Cc1ccc(C)c(N2CCN(C(=O)CN3C(=O)COc4ccc(S(=O)(=O)N5CCC(C)CC5)cc43)CC2)c1,-2%
Cc1ccccc1NCc1nc2c(n1Cc1ccccc1)C(=O)N(CCOc1ccccc1)CCN2,-13%
COCCN1CCCC2(CCN(C(=O)C3(C)CCCCC3)C2)C1=O (stereo unspecified),-7%
COc1ccc(CCN2C(=NC(=O)C(C)C)SC3CS(=O)(=O)CC32)cc1 (stereo unspecified),22%
COCC1CN(C(C)=O)CC12CCN(C(=O)c1cc(Cl)ccc1OC)CC2 (stereo unspecified),19%
COc1ccc(Cl)cc1NC(=O)Cn1c(C)cc(=O)n2nc(-c3cccs3)nc12,2%
COc1ccc(C(=O)N2CCN(Cc3ccc(=O)n(C)c3)CC2)cc1F,-9%
O=C(O)c1cnc(/C=C/c2csc(-c3ccccn3)n2)s1,?
CCn1c(SCc2nc(-c3ccccc3C)oc2C)nc2c(=O)[nH]cnc21,1%

Continuation.
Molecule,KDM5B inhibitor
CC1CCc2c(sc(NC(=O)C(C)C)c2C#N)C1 (stereo unspecified),12%
CCn1c(=O)c(C(=O)Nc2cc(OC)c(OC)c(OC)c2)nc2ccccc21,2%
COc1ccc(-c2nc(CC(=O)Nc3cccc(S(=O)(=O)NC4=NCCC4)c3)cs2)cc1,?
COc1ccc(CNc2ncnc3onc(C)c23)cc1,-4%
Cc1ccc(OC(C)C(=O)NCCc2c[nH]c3ccccc23)cc1 (stereo unspecified),-18%
COc1ccc(N(CC(=O)Nc2cccc(C)c2C)S(=O)(=O)c2c(C)[nH]c(=O)[nH]c2=O)cc1,35%
CN(C)c1ccc(C(=O)/C=C/c2ccccn2)cc1,6%
CCOC(=O)c1sc(NC(=O)c2nc3ncccn3n2)c(C(=O)OC(C)C)c1C,3%
COc1cc(NC(=O)c2nn(-c3ccc(F)cc3)c(=O)n(C)c2=O)cc(OC)c1OC,-20%
O=C(Cc1cccc(F)c1)N1CCC[C@H]1c1nc(-c2ccc(F)cc2)no1,-18%
CCc1ccc(CNc2ncnc3c2nc2n3CCCC2)cc1,?
CC(=O)c1c(C)nn(CC(=O)N2CCC(c3cc(C(C)C)n[nH]3)CC2)c1C,-12%
Cc1noc(C)c1S(=O)(=O)N1CCC2(CC1)CC(OCC1CC1)CCO2 (stereo unspecified),-11%
Cc1ccc(CCNC(=O)c2ccc(CSCc3ccccc3C)o2)cc1,-14%
CC(=O)N1CCN(c2ncnc3c2CN(C2CCCNCC2)C(=O)CN3C)CC1 (stereo unspecified),-9%[115 µM]
COCCCNC(=O)c1[nH]c2cc(OC)ccc2c1Sc1ccc(C)cc1,7%
Cc1noc([C@@H]2CN(Cc3cc(Cl)ccc3F)C[C@H]2CO)n1,14%
CCOC(=O)C(C#N)C(N)=O (stereo unspecified),-27%
CCN1C=C(C(=O)O)C(C)=NS1(=O)=O,-4%
O=c1[nH]c(C2CCN(Cc3ccc(C(F)(F)F)cc3)CC2)nn1Cc1ccccc1,-4%

Five of the entries above in order of their number in KDM5B inhibitor, lowest first:
Molecule,KDM5B inhibitor
Cc1ccc(CCNC(=O)c2ccc(CSCc3ccccc3C)o2)cc1,-14%
CC(=O)c1c(C)nn(CC(=O)N2CCC(c3cc(C(C)C)n[nH]3)CC2)c1C,-12%
Cc1noc(C)c1S(=O)(=O)N1CCC2(CC1)CC(OCC1CC1)CCO2 (stereo unspecified),-11%
CCN1C=C(C(=O)O)C(C)=NS1(=O)=O,-4%
COCCCNC(=O)c1[nH]c2cc(OC)ccc2c1Sc1ccc(C)cc1,7%

Next section:
Molecule,KDM5B inhibitor
O=S(=O)(c1ccc2c(c1)OCCO2)N1CCC2(CCNCC2)C1,28%
O=C(N[C@@H]1CN(C(=O)Nc2ccc(F)cc2)CCC[C@H]1O)c1ccc(O)cc1,-16%[86.2 µM]
O=[N+]([O-])c1cc(S(=O)(=O)Nc2ccccc2)ccc1N/N=C/c1c(F)c(F)c(F)c(F)c1F,11%
Cc1cc(Br)ccc1NC(=O)CNC(=O)c1cc(=O)c2ccccc2o1,13%
COc1ccccc1-c1nccc2c(=O)cc(C3=CCOCC3)oc12,?
COc1cccc(C(=O)COc2ccc3c(C)cc(=O)oc3c2)c1,-5%
Cc1noc(C)c1-c1nnc(-c2ccc(OC(F)(F)F)cc2)o1,8%
Cc1ccc(NC(=O)CSc2nc(=O)n(Cc3ccco3)c3c2CCC3)cc1F,?
O=C(c1ccc(C(F)(F)F)cc1)N1CCC12Cc1ccccc1NC2=O (stereo unspecified),17%
Cc1ccnc(NC(=O)Cc2ccccc2Cl)c1,25%
CC(C)Oc1ccc2c(NC(=O)CN3C(=O)CNC3=O)nn(CC(F)(F)F)c2c1,32%
Cc1ccc(S(=O)(=O)N2CCN(CCS(=O)(=O)CCC(N)=O)CC2)cc1,23%
Cc1ccc(NC(=O)CCc2ncc(-c3c(F)cccc3F)o2)c(Cl)c1,-5%
Cc1ccc(-c2nnc(CN3CCC4(CC3)CC(=O)N(CC(C)C)C4)o2)n1C,-15%
O=C(O)C[C@@H]1CCN(C(=O)c2ccco2)C[C@@H]1CCN1CCN(c2cccc(C(F)(F)F)c2)CC1,-26%
Cc1n[nH]c(C)c1Cc1ccc(C(=O)N2CCc3c(nc4cc(-c5ccccc5)[nH]n4c3=O)C2)o1,?
COCc1cn([C@H]2CO[C@H]3[C@@H]2OC[C@H]3OC)nn1,1%[115 µM]
